TAG inh – inhibitors of triacylglycerol accumulation, primary screen, cell-based, uHTS, fluorescence, H9c2; actives 0.66% (n = 230,000); H9c2 cells, Nile Red lipid (TAG) fluorescence; cells loaded with 200 µM oleic acid; inhibition, % at 12.5 µM;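 active = pattern-corrected inhibition of lipid staining of at least 50% with the nuclear-stain viability signal not falling by more than 50%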;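 also: 0% = DMSO wells and 100% = triacsin C control wells; some results filed as inactive read as strong as hits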
TAG inh DAPI viability – recorded beside TAG inh, whose call it bears; DAPI nuclei signal change (viability), lower = more cytotoxic, %;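 whole-well DAPI fluorescence read on a plate reader as a viability signal; minus 50 percent equals half of cells still viable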
Active calls of the source: *; & = joins results of further samples.

SMILES	TAG inh	TAG inh DAPI viability
CCCCN(C(=O)C1CCCC1)c1c(N)n(CC(C)C)c(=O)[nH]c1=O	2	1
O=C(O)c1ccc(CNC(=S)Nc2ccccc2)cc1	-3	-3
C=CCNc1nc2cc(-c3cccc(NC(C)=O)c3)sc2c(=O)n1C	12	45
CSc1ncccc1C(=O)Nc1ccc(S(=O)(=O)N2CCCC2)cc1	6	-8
S=c1[nH]nc(-c2cccs2)n1Cc1ccccc1	12	0
O=C1CC(SCCc2nc3ccccc3[nH]2)C(=O)N1c1ccc(Cl)cc1 (stereo unspecified)	8	2
CCOC(=O)CN(c1ccccc1C)S(=O)(=O)c1ccc(Cl)cc1	-18	-1
OC(CNCC(c1ccc(Cl)cc1Cl)c1c[nH]c2ccccc12)c1ccccc1 (stereo unspecified)	17	-14
C=CCN1CCN(C(=O)c2c(-c3ccccc3)noc2C)CC1	-6	-5
O=c1cc(CN2CCN(c3ccccc3O)CC2)nc2sccn12	9	2
O=C(CN1C(=O)NC2(CCCC2)C1=O)NCCC1=CCCCC1	19	-10
O=C(/C=C/c1ccc(S(=O)(=O)N2CCOCC2)cc1)N(CCO)Cc1ccccc1	-9	-5
O=C(O)c1ccccc1NCc1cccnc1	4	2
COC(=O)C(CCCN1C(=O)c2ccccc2C1=O)(NC(C)=O)c1nnn(C)n1 (stereo unspecified)	-2	-6
CC1(c2nnc(Cc3ccccc3)o2)CC(c2ccccc2)=NO1 (stereo unspecified)	-4	1
Cc1onc(-c2ccccc2)c1C(=O)c1c[nH]c(C(=O)NCc2ccncc2)c1	-8	3
NS(=O)(=O)c1ccc(CCNC(=S)NC(=O)c2ccccc2Br)cc1	-3	-1
O=C(c1ccc(F)cc1)C1CCN(C(=S)NCC2CCCO2)CC1 (stereo unspecified)	1	-2
CC1(C(=O)NCc2cccc3ccccc23)CCN1Cc1cccc2c1OCO2 (stereo unspecified)	-1	2
COc1ccc(N(C(C)C(=O)Nc2ccc(S(=O)(=O)N3CCOCC3)cc2)S(C)(=O)=O)cc1 (stereo unspecified)	-12	3
CCOc1ncccc1C(=O)OCC(=O)c1cccc(Br)c1	-7	0
COc1ccccc1-c1n[nH]nc1C1=CC(=O)C[C@H](c2ccc(F)cc2)C1	7	-5
Cc1ccc(NC(=O)CSc2nnc(CN3CCOCC3)n2C)cc1C	-6	-3
CC1CCCCN1CCNC(=O)c1cnn2ccccc12 (stereo unspecified)	3	-3
Cc1cccc(OCC(=O)NCc2nnc3ccc(C(F)(F)F)cn23)c1C	-9	11

New compounds follow
SMILES	TAG inh	TAG inh DAPI viability
Cc1ccc(S(=O)(=O)N2CCC(C)CC2)cc1	-8	0
Cc1ccc(-n2nc3c(c2NC(=O)/C=C\c2ccc4c(c2)OCO4)CSC3)c(C)c1	-1	-2
O=C(NC(=S)Nc1ccccc1Cl)c1cnn2c(C(F)(F)F)cc(C(F)(F)F)nc12	14	-5
COC(=O)CC1C(=O)NCCN1C(=O)Nc1ccc(Cl)c(Cl)c1 (stereo unspecified)	15	2
CN(C(=O)CN1CCN(c2cc(-c3cccc4oc5ccccc5c34)ncn2)CC1)c1ccccc1	7	3
CCOc1ccc(CNCCN2CCCC2)cc1	3	6
COc1ccc(Br)cc1/C(C)=N/NC1=NCCN1	-14	3
O=C(CSc1nnc(-c2cccs2)o1)N1CCc2ccccc21	15	-4
COc1ccc(CCNC(=O)COC(=O)c2ccc(N3CCCC3=O)cc2)cc1OC	-8	-2
COc1cc(OC)c2c(-c3ccccc3)cc(=O)oc2c1C(CCN1CCOCC1)c1ccc2c(c1)OCO2 (stereo unspecified)	10	3
CCOC(=O)N1CCN(C(=O)CSc2nnc(COc3ccc(Cl)cc3)o2)CC1	-12	-6
CCN(CC)CCN1C(=O)C(=O)/C(=C(/O)c2cnn(-c3ccccc3)c2C)C1c1ccc(C)o1 (stereo unspecified)	-4	-2
Cc1nc2c(nc1C)C(=O)c1ccccc1C2=O	86	-58
COc1ccc2c(c1OC)C(=O)OC2n1c(O)c(N=NC(C)=O)c2ccccc21 (stereo unspecified)	-5	5
O=C(Nc1ccc(Br)cc1)c1cccc(N2C(=O)C3CCCCC3C2=O)c1 (stereo unspecified)	-10	5
CN(CC(=O)Nc1c(Cl)cccc1Cl)C(=O)c1ccncc1	-2	12
Cc1c(C)c2cc(Cl)c(O)c(CN(C)C)c2oc1=O	-10	37
COC(=O)c1cccc(Cn2nnc3ccccc3c2=O)c1	-3	2
CCCCOc1ccc(C(=S)N2CCC(C(N)=O)CC2)cc1	-12	1
CCOC(=O)N1CCC(NC(=O)c2cc3c(-c4ccc(Cl)cc4)nn(C)c3s2)CC1	8	6
CCOC(=O)C1=C(N)Oc2cc(C)n(CCc3ccc(OC)c(OC)c3)c(=O)c2C1c1cccnc1 (stereo unspecified)	3	-10
O=C(COC(=O)c1ccc(S(=O)(=O)N2CCCC2)cc1)NCCc1ccc(F)cc1	-14	-4
CCOc1ccc(C(=O)Nc2cc(C)ccn2)cc1	-12	-3
COc1ccc(CCNc2ccc(C(CC(N)=O)NC(=O)c3cc(OC)ccc3OC)cc2[N+](=O)[O-])cc1 (stereo unspecified)	2	-6
O=C(CCNS(=O)(=O)c1ccc(Br)cc1)NC1CCC(O)CC1 (stereo unspecified)	-3	2

Reformatted with two lines to a compound: part of the list above
Each structure is followed by: TAG inh, TAG inh DAPI viability
COc1ccc2c(c1OC)C(=O)OC2n1c(O)c(N=NC(C)=O)c2ccccc21 (stereo unspecified)
    -5, 5
O=C(Nc1ccc(Br)cc1)c1cccc(N2C(=O)C3CCCCC3C2=O)c1 (stereo unspecified)
    -10, 5
CN(CC(=O)Nc1c(Cl)cccc1Cl)C(=O)c1ccncc1
    -2, 12

Next entries follow:
SMILES	TAG inh	TAG inh DAPI viability
CC(=O)c1ccccc1OC(=O)c1ccc([N+](=O)[O-])o1	5	6
COc1ccc(CNc2nc(C)cc(C)c2C#N)cc1	2	-4
Cc1cc(=O)n(C)c2ccccc12	-10	-4
COc1ccc(OCC(O)CN(C)C(=O)/C=C/c2cccc([N+](=O)[O-])c2)cc1 (stereo unspecified)	3	4
COc1ccc(N2CCN(c3cncc(C)n3)CC2)cc1	7	-5
COC(=O)c1ccccc1NC(=O)C1CCCC1	2	12
O=C1CC(c2ccccc2)CC(=O)N1c1ccccc1	-16	4
CCOc1ccc(-n2c(=O)c3c4c(sc3n(CC(=O)NCC3CCCO3)c2=O)CCCC4)cc1 (stereo unspecified)	0	-4
O=c1[nH]cc(CCc2ccccc2)c(=O)[nH]1	-9	-2
Cc1ccc(NC(=O)Cc2nc(-c3c[nH]c(C(=O)N4CCCC4)c3)cs2)c(C)c1	29	-3
O=S1(=O)N=C(c2ccccc2)c2ccccc21	2	5
Cc1ccc(NC(=O)C2=CCN(S(=O)(=O)c3ccc(F)cc3)CC2)cc1	10	-18
O=[N+]([O-])c1cccc(/C=C/c2nc[nH]c2[N+](=O)[O-])c1	-3	5
CSCCC(NC(=O)c1ccccc1Cl)C(=O)N1CCN(C(C)=O)CC1 (stereo unspecified)	14	0
COC(=O)c1ccc(OC(=O)c2ccc(OC)cc2)c(OC)c1	-3	-4
Cc1ccc(NC(=O)CSc2n[nH]c(-c3ccco3)n2)cc1	-9	3
CN(C(=O)C1CCCN1S(=O)(=O)c1ccc(Cl)cc1)c1ccccc1 (stereo unspecified)	-8	-2
CC1CCCC(NC(=O)COC(=O)[C@@H](NC(=O)c2ccc(F)cc2)C(C)C)C1C (stereo partly specified)	-15	2
O=C(Cc1ccccc1)Nc1c(Cl)ccc2nsnc12	-7	5
COc1ccc(Cl)cc1NC(=O)CN(C)CC(=O)N(CC(C)C)c1c(N)n(CC(C)C)c(=O)[nH]c1=O	8	-6
CCCOc1ccc(N2C(=O)C3ON(c4ccccc4)C(c4ccc(O)c(OC)c4)C3C2=O)cc1 (stereo unspecified)	-1	0
CCCCn1cc(C(C)(C)C)c(C#N)c1NC(C)=O	2	-3
Cc1ccc(C(=O)CN(C(=O)c2ccc(Cl)cc2)N2C(=O)CCC2=O)cc1	-1	-9
O=C1CC(c2nc3ccccc3[nH]2)CN1c1ccccc1 (stereo unspecified)	0	-15
O=S(=O)(c1ccc(NCCOCCO)nc1)N1CCCCC1	-5	2

Other entries follow.
SMILES	TAG inh	TAG inh DAPI viability
COc1ccccc1NC(=O)c1ccc2nc(N3C(=O)CCC3=O)sc2c1	31	1
COc1ccc(CCN(C)C(=O)c2cc(S(=O)(=O)NCc3ccccc3)ccc2C)cc1OC	-2	1
CCCCCCN1C[C@@H](O)[C@H](n2cc(COC(=O)c3ccccc3)nn2)C[C@@H]1c1ccccc1	7	-2
O=C(NCCOc1cccnc1)C1CCC(=O)N(Cc2ccccc2F)C1 (stereo unspecified)	-5	1
NC(=O)C1CCN(C(=O)c2ccc(-c3ccccc3Cl)o2)CC1	15	-12
CC(=O)Oc1cccc(N2C(=O)CC(Nc3ccc(N4CCOCC4)cc3)C2=O)c1 (stereo unspecified)	3	3
CCc1csc(CCNC(=O)C2CCC(=O)N(Cc3cccc(C(F)(F)F)c3)C2)n1 (stereo unspecified)	0	-1
CCOc1ccc(C(=O)NCCCn2ccnc2)cc1	0	11
Cc1ccccc1CSc1nccn1-c1ccccc1	-23	-13
Cc1ccc(C)c(OCC(=O)O/N=C(\N)c2ccccn2)c1	-14	9
O=[N+]([O-])c1ccccc1S(=O)(=O)Nc1cccc(S(=O)(=O)N2CCCC2)c1	14	1
CCS(=O)(=O)N1CCCC(C(=O)NCCCOC(C)C)C1 (stereo unspecified)	13	-7
O=C(c1ccc(F)cc1)N1CCC(C(=O)N2CCN(Cc3ccc4c(c3)OCO4)CC2)CC1	8	2
CC1(C)C(=O)Nc2ccccc2N1C(=O)COC(=O)CSc1ccc(F)cc1	-4	-1
O=C(Oc1ccccc1)Oc1ccc2c(c1)oc(=O)c1ccccc12	-3	-3
Cc1noc(C)c1COC(=O)/C=C/c1ccc(Cl)cc1	-2	8
COC(=O)c1cc(OC)c(OC)cc1NC(=O)CN1C(=O)c2ccccc2C1=O	2	1
O=C(Nc1ccc(Cl)cc1F)C1CCCN(C2=NS(=O)(=O)c3ccccc32)C1 (stereo unspecified)	17	2
COc1ccc(NC(=S)NC(C)c2ccncc2)cc1OC (stereo unspecified)	6	-5
CCCCNC(=O)c1cc(S(=O)(=O)N2CCCCC2)oc1C	-8	14
CC(=O)NC12CC3CC(C1)CC(C(=O)Nc1cccc(S(=O)(=O)N4CCCCCC4)c1)(C3)C2	4	-1
COc1ccc(-c2cnc(N)nc2-c2ccc(OC)cc2O)cc1	-24	4
CCOC(=O)N1CCN(C(=O)c2ccc3c(c2)N(Cc2ccc(C)cc2)CCS3)CC1	-46	25
CC(O)CNC(=O)C1CCN(Cc2ccc(OCc3ccccc3)cc2)CC1 (stereo unspecified)	18	16
CCCC(C)NC(=O)COC(=O)c1cccc(NS(C)(=O)=O)c1 (stereo unspecified)	-23	-6

The list continues:
SMILES	TAG inh	TAG inh DAPI viability
CCC(C)NC(=O)C1CCN(S(=O)(=O)c2cccs2)CC1 (stereo unspecified)	13	-11
COc1cc(/C=N/N2C(=O)CSC2=S)ccc1O	-5	3
Cc1nc2ccccn2c1-c1csc(NCc2ccco2)n1	-19	14
CCOC(=O)c1c(NC(=O)C2CCCCC2)sc2c1CCN(C(C)C)C2	29	-10
O=C(CSc1nnc(C2CC2)n1C1CC1)c1ccc(F)c(F)c1	8	6
Cc1cc(C)nc(SCC(=O)c2ccc(F)cc2)n1	-14	3
O=C(C1CC1)N1CCc2cc(Br)cc(S(=O)(=O)N3CCN(c4ccccn4)CC3)c21	-16	17
Cn1c(Br)nc2c1c(=O)n(CC(O)COc1ccccc1)c(=O)n2C (stereo unspecified)	-18	8
N#CCc1nn2c3c(cnc2c1C#N)C(=O)CCC3	2	-18
CCCCCn1cnnc1SCC(=O)c1c(N)n(C2CC2)c(=O)[nH]c1=O	-3	-1
O=C(CSCc1ccc(Br)cc1)N1CCCC1	0	-8
CC(=O)NS(=O)(=O)c1ccc(N)cc1	-4&4	3&4
O=S(=O)(c1ccccc1)c1nc(-c2ccccc2)oc1NCCCN1CCOCC1	-9	12
Cc1cccc(NS(=O)(=O)c2cccc(C(=O)NCC(c3ccc(F)cc3)N3CCOCC3)c2)c1 (stereo unspecified)	18	-3
COC(=O)c1sccc1-c1ccc(/C=N/OCc2c(Cl)cccc2Cl)o1	-44	24
Cc1ccc(-c2nc3ccc(Cl)cn3c2CC(C)(C)C)cc1	3	-2
Cc1ncc(CN2CCC(CO)(CCc3ccccc3)CC2)s1	-13	-2
COc1ccc(C2(O)CCN(CC(=O)Nc3nc(-c4ccccc4)cs3)CC2)cc1	-15	20
O=C(c1cc(Cl)c(=O)n(Cc2ccccc2)c1)N1CCOCC1	3	-3

Structural class, those above containing an NH in an aromatic ring.
SMILES	TAG inh	TAG inh DAPI viability
CCCCN(C(=O)C1CCCC1)c1c(N)n(CC(C)C)c(=O)[nH]c1=O	2	1
S=c1[nH]nc(-c2cccs2)n1Cc1ccccc1	12	0
O=C1CC(SCCc2nc3ccccc3[nH]2)C(=O)N1c1ccc(Cl)cc1 (stereo unspecified)	8	2
OC(CNCC(c1ccc(Cl)cc1Cl)c1c[nH]c2ccccc12)c1ccccc1 (stereo unspecified)	17	-14
Cc1onc(-c2ccccc2)c1C(=O)c1c[nH]c(C(=O)NCc2ccncc2)c1	-8	3
COc1ccccc1-c1n[nH]nc1C1=CC(=O)C[C@H](c2ccc(F)cc2)C1	7	-5
O=c1[nH]cc(CCc2ccccc2)c(=O)[nH]1	-9	-2
Cc1ccc(NC(=O)Cc2nc(-c3c[nH]c(C(=O)N4CCCC4)c3)cs2)c(C)c1	29	-3
O=[N+]([O-])c1cccc(/C=C/c2nc[nH]c2[N+](=O)[O-])c1	-3	5
Cc1ccc(NC(=O)CSc2n[nH]c(-c3ccco3)n2)cc1	-9	3
COc1ccc(Cl)cc1NC(=O)CN(C)CC(=O)N(CC(C)C)c1c(N)n(CC(C)C)c(=O)[nH]c1=O	8	-6
O=C1CC(c2nc3ccccc3[nH]2)CN1c1ccccc1 (stereo unspecified)	0	-15
CCCCCn1cnnc1SCC(=O)c1c(N)n(C2CC2)c(=O)[nH]c1=O	-3	-1

Screening results: PubChem BioAssay, Sanford-Burnham Center for Chemical Genomics

The list is partial; rates above refer to the full screens.
